BoNT A protease: BoNT/A light chain protease inhibitors, primary screen, biochemical, flow cytometry, MLPCN library. multiplex microsphere protease substrate cleavage. AID 588499, 2011. inhibition, % at 10 µM. hit rate 0.17% among 360,000. Botulinum neurotoxin type A light chain protease (Clostridium botulinum A str. ATCC 3502); in the data active = inhibition above about 30%; inconclusive = no clear call, values can overlap the other calls; note: plate controls were buffer without enzyme for full effect and enzyme alone for no effect
Mtb BioA inh: M. tuberculosis BioA enzyme inhibitors, primary screen, biochemical, plate reader, single point, HTS | hit rate 0.096% among 360,000 | inhibition, % at 9.99 µM | purified M. tuberculosis BioA enzyme; in the data active = inhibition above about 40%; inconclusive = no clear call, values can overlap the other calls
BoNT F protease: BoNT/F light chain protease inhibitors, primary screen, biochemical, flow cytometry, MLPCN library. Botulinum neurotoxin type F light chain protease (Clostridium botulinum). Multiplex microsphere protease cleavage assay. inhibition, % at 10 µM. hit rate 0.22% among 360,000. AID 588497, 2011; in the data active = inhibition above about 35%, passing the limit was not always enough; inconclusive = no clear call, values can overlap the other calls; note: plate controls were buffer without enzyme for full effect and enzyme alone for no effect
CCHFV vOTU inh: CCHFV vOTU protease inhibitors, primary screen, biochemical, Pep-AMC substrate, fluorescence; inhibition, % at 11.5 µM; hit rate 0.55% among 370,000; note: 0% = vehicle wells with enzyme and 100% = no enzyme wells
Mtb FBA inh: Mtb FBA enzyme inhibitors, primary screen, biochemical, fluorescence, strain H37Rv; purified M. tuberculosis FBA, fluorescence read-out; inhibition, % at 1 µM; hit rate 2.3% among 360,000; in the data active = inhibition above about 27%;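 note: 0% = vehicle and 100% = reference inhibitor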
Target sequence (P9WQA3 whole entry, looked up): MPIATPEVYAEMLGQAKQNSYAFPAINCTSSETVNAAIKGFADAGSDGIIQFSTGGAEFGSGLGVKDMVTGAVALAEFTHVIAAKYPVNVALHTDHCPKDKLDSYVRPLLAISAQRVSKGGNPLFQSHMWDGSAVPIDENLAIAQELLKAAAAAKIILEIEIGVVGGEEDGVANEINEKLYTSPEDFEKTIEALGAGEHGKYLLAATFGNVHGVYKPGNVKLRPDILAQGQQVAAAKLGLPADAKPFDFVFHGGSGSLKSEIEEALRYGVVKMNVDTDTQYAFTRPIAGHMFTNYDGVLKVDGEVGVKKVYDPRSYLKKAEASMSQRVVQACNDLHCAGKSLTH
GDH-TPI counter: GDH-TPI coupling enzyme inhibitors, primary screen, artefact control for M. tuberculosis FBA inhibitor project, biochemical, absorbance, full deck. GDH-TPI coupled enzyme counterscreen, NADH absorbance. inhibition, % at 4.8 µM. hit rate 1.2% among 360,000;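 note: 0% = DMSO wells and 100% = wells lacking the enzyme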
Mtb UGM inh: M. tuberculosis UGM enzyme inhibitors, primary screen, biochemical, fluorescence polarization, single point; UDP-galactopyranose mutase (Mycobacterium tuberculosis (strain ATCC 25618 / H37Rv)), …; purified UGM, fluorescence polarization probe displacement; inhibition, % at 10 µM; hit rate 0.06% among 320,000; AID 504406, 2011; in the data active = inhibition above about 10%, passing the limit was not always enough; inconclusive = no clear call, values can overlap the other calls
Target sequence (P9WIQ1 whole entry, looked up): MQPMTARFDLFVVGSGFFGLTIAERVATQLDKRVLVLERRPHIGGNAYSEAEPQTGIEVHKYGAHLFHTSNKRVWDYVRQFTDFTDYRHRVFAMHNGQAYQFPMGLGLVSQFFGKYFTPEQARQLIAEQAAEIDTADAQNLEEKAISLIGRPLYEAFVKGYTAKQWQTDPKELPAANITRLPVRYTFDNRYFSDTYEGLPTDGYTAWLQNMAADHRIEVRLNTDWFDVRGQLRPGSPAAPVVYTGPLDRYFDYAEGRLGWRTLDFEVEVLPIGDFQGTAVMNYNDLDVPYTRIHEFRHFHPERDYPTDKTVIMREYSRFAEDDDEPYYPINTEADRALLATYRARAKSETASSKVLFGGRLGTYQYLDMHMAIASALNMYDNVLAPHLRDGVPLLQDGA
FadD28 FP inh: inhibitors of FadD28 bisubstrate probe binding, primary screen, biochemical, fluorescence polarization, single point; inhibition, % at 12.5 µM; Mycobacterium tuberculosis FadD28 fatty-acid-AMP ligase; AID 588549, 2011; hit rate 0.22% among 360,000; in the data active = inhibition above about 8.5%, passing the limit was not always enough; inconclusive = no clear call, values can overlap the other calls
PrPC TRFRET: inhibitors of human cell surface prion protein PrPC, primary screen, cell-based, TR-FRET; inhibition, % at 13.8 µM; Major prion protein (Homo sapiens), P04156; AID 720596, 2013; TR-FRET read-out; hit rate 0.43% among 370,000; in the data active = inhibition above about 24%; note: 0% = median of the test wells and 100% = reference compound wells
Numbers without * were called inactive; ? = inconclusive; nt = no result given; & = joins results of further samples. Cut-off read from the data, not from the text of the source, unless noted: active = inhibition above about 30%; inactive = the rest.

Order of values – BoNT A protease	Mtb BioA inh	BoNT F protease	CCHFV vOTU inh	Mtb FBA inh	GDH-TPI counter	Mtb UGM inh	FadD28 FP inh	PrPC TRFRET
CC(C)NC(=O)c1ccc2nc([C@@H]3O[C@H](CO)[C@H](O)[C@H](O)[C@H]3O)[nH]c2c1
    0.2	-0.6	2	1	-1	12	nt	-1.4	-11
CC(=O)Nc1ccc(C(=O)N/C(=C\c2ccccc2)C(=O)Nc2cccc(C(=O)O)c2)cc1
    -0.3	-1.4	-2	5	5	19	1.4	-0.3	-4
COc1cccc(NC(=O)C2(C)CCCN(C(C)C)C2)c1 (stereo not drawn)
    -0.7	9.5	0	2	2	5	nt	-0.5	-2
Cc1cccc(C)c1NC(=O)CCCSc1nc2ccccc2s1
    1.3	-2.4	-4	2	2	7	1.5	-2.0	8
Cc1ccc(C(=O)Cn2c(=N)n(CCN3CCOCC3)c3ccccc32)cc1
    -0.2	-1.1	-3	-7	1	3	0.7	-0.3	-9
COc1ccc(CCNCCC(c2ccccc2)c2ccccc2)cc1OC
    0.0	0.8	-15	8	-3	-2	nt	-4.0	-8
CCOC(=O)CCCNC(=O)COC(=O)c1cc(C)cc(C)c1
    0.5	-0.1	-1	8	2	-7	0.2	-2.3	0
COc1ccccc1CN1CC(C(=O)NCc2nc3ccccc3n2C)CCC1=O (stereo not drawn)
    3.2	-0.3	3	-12	-2	-1	-1.9	-4.2	-7
COc1ccc(CCNC(=O)COc2ccc(C)nc2[N+](=O)[O-])cc1OC
    -0.7	0.6	-4	-8	-8	1	-0.3	-2.7	-14
O=C(COc1ccc2ccccc2c1)NNC(=O)c1ccc([N+](=O)[O-])cc1
    0.0	nt	0	0	0	10	2.5	-0.9	-15
Cc1cc(C)cc(-n2ccnc2SCC(=O)Nc2nccs2)c1
    -0.7	-1.4	-2	1	2	9	0.1	0.2	-1
CC1(C(=O)Nc2ccc3ccccc3c2)CCC(=O)N1CCOc1ccccc1 (stereo not drawn)
    0.0	1.4	2	-5	3	nt	nt	0.2	-5
CCCCc1nc(SCC(=O)Nc2ccc(S(N)(=O)=O)cc2)n[nH]1
    0.0	-2.6	1	1	-1	3	0.0	-0.6	-1
COc1c(C)cc(C(=O)C2CCCN(Cc3cnc(N4CCOCC4)s3)C2)cc1C (stereo not drawn)
    nt	nt	nt	-6	2	18	-0.4	-0.4	3
Cc1ccc(-n2c(SCC(=O)NCc3ccco3)nc3nc4c(cc3c2=O)COC(C)(C)C4)cc1
    0.2	-1.5	3	11	2	18	nt	-0.2	3
Fc1cccc(NCc2ccoc2)c1
    -0.8	-0.3	-7	22	-2	-6	-0.9	-1.8	1
CC(=O)c1sc(NC(=O)Cc2c(F)cccc2Cl)nc1C
    -2.0	nt	0	9	2	6	-1.8	nt	41*
Cc1ccc(NC(=O)C2CCCN(c3nccc(C)n3)C2)c(C)c1 (stereo not drawn)
    -2.5	-0.8	-5	-1	6	11	3.5	nt	6
COc1ccc(S(=O)(=O)Nc2ccc3c(c2)n(C)c(=O)n3C)cc1C
    -3.3	nt	-18	3	-2	-1	-1.8	nt	4
OCCC1CN(C2CCC2)CCN1Cc1ccc(F)c(F)c1 (stereo not drawn)
    nt	0.6	nt	6	0	8	0.2	-2.5	1
CCn1c(SCC(=O)N2CCC(C(N)=O)(N3CCCCC3)CC2)nc2ccccc2c1=O
    0.6	-0.5	2	0	3	1	nt	-1.3	0
COc1ccc(Nc2ncc(C(=O)N3CCC4(CC3)OCCO4)c3ccccc23)cc1
    0.8	11	14	12	2	20	-3.4	-3.7	-6
CC(C)Cn1c(SCC(N)=O)nnc1-c1cccc(S(=O)(=O)N2CCOCC2)c1
    0.6	0.3	2	-3	0	-6	-1.2	-0.1	-1
O=C(CN1C(=O)C2C3C=CC(C3)C2C1=O)OCC(=O)c1ccc(Cl)cc1 (stereo not drawn)
    -2.0	1.3	-4	-7	-1	0	nt	-0.9	3
COc1cc(/C=N/NC(=O)CCn2nc(C)cc2C)ccc1O
    -1.1	3.1	-1	7	0	23	1.8	-3.1	0
CC1=C(C(N)=O)C(c2cccs2)n2ncnc2N1 (stereo not drawn)
    -0.9	-0.4	5	11	1	3	0.1	1.0	-3
Cn1c(CCCNC(=O)c2ccco2)nc2ccccc21
    0.4	0.2	1	-2	3	15	nt	0.7	-3
CC(=O)Oc1ccc(Cn2c(C)c(C(=O)NCc3ccc(C#N)cc3)sc2=O)cc1
    -0.3	1.3	-6	-1	-3	3	nt	-7.3	-5
CCOC(=O)c1cc(-c2ccco2)nc2c1c(C)nn2CCC#N
    2.6	0.1	-9	-45	18	12	-0.8	-0.8	-7
Cc1ccc(C(=O)COC(=O)C2C3C=CC(C3)C2C(=O)OCC(=O)c2ccc(C)c(C)c2)cc1C (stereo not drawn)
    ?	-1.7	-4	0	-1	2	-0.4	-0.5	-6
N#CC1=C(N)Oc2cc(N)ccc2C1c1cc(Br)cs1 (stereo not drawn)
    0.4	-1.3	18	6	-7	3	-1.0	-1.6	-12
CC(C)(C)c1nnc(NC(=O)COc2ccc3c(c2)OCO3)s1
    0.2	-1.8	-8	0	0	14	0.2	0.5	10
Cc1cnc(NS(=O)(=O)c2ccccc2)c(Br)c1
    -0.5	nt	-3	-14	2	6	-3.0	-3.0	0
Cc1ccc(S(=O)(=O)N2CCOCC2)cc1NC(=O)COC(=O)/C=C/c1ccc(F)cc1
    0.4	nt	-10	-16	-2	4	-2.8	-0.5	-1
CC(=O)NCCC(=O)Nc1nc(C)c(Cc2ccc3c(c2)OCO3)s1
    0.0	nt	-1	-8	-1	5	-0.6	0.4	3
CCCn1ncc(CN2CCC(n3nccc3NC(=O)c3ccccc3Cl)CC2)c1C
    2.2	-0.7	4	13	22	6	-0.4	-0.5	-17
CCOC(=O)c1cnn(-c2nc(OC)cc(OC)n2)c1C(F)(F)F
    0.5	1.2	-2	1	0	4	1.9	-3.6	5
CCOCCCNC(=O)CN1C(=O)/C(=C/c2ccccc2C)Sc2ccccc21
    -0.2	-2.8	0	-16	1	10	1.0	0.7	0
CCCCn1c(-c2nonc2NC(=O)c2ccccc2Cl)nc2ccccc21
    -1.0	-2.5	-1	-7	3	5	nt	-3.1	-1
CC(=O)Nc1ccc(S(=O)(=O)Nc2ccc(N3CCOCC3)cc2)cc1
    -0.7	-2.8	-6	3	5	-2	0.8	1.9	3
Cc1cc(C)n2c(NC3CCCCC3)c(-c3ccc(F)cc3)nc2n1
    0.8	nt	3	-20	nt	nt	nt	nt	6
O=C(COC(=O)c1c[nH]c(=O)[nH]c1=O)NCc1ccccc1
    -0.2	-1.0	0	9	-2	-6	4.7	-5.3	-1
CCN(CC)CCNC(=O)c1ccc(NC(=O)c2cn(-c3ccc(F)cc3)nc2-c2cccc(OC)c2)cc1
    -2.1	-2.5	-4	-2	-2	-10	0.6	-1.0	-21
COc1cc2nc(SCC(=O)NCCc3ccccc3)n(Cc3ccco3)c(=O)c2cc1OC
    0.1	-0.7	-2	-4	0	2	3.5	-5.0	-6
CC(C)(CO)NC(=O)c1ccc2c(c1)C(=O)c1ccccc1-2
    -2.3	1.9	18	19	-1	-3	0.1	-1.4	-13
CN(C)S(=O)(=O)c1ccc(C(=O)Nc2nc3ccccc3[nH]2)cc1
    -0.1	-0.7	-1	-2	-2	9	0.1	-5.2	0
COc1cc(OC)c(C2C(C#N)=C(N)OC3=C2C(=O)CC(C)(C)C3)cc1OC (stereo not drawn)
    0.6	0.8&1.0	18	9	0	-1	-4.8	-0.3	-11
Cc1ccc([C@H]2C[C@H](O)[C@@H](n3cc(C4CC4)nn3)CN2CC2CCCCC2)cc1
    0.0	-1.4	-2	8	3	9	nt	-2.3	-4
CCOc1cc(C(N)=O)cc(Br)c1OCc1ccccc1
    0.6	1.4	-2	7	-3	2	0.6	-12	0
CSc1ncc(CN2CCN(CCC(C)C)C(CCO)C2)cn1 (stereo not drawn)
    0.1	-7.0	-2	2	-3	6	-0.3	-3.7	1
COC(=O)C1=C(O)/C(=C\c2ccc(CNS(=O)(=O)c3ccc(Cl)cc3)o2)N=C1C
    4.1	nt	8	13	-3	16	1.1	0.8	-2
COc1ccccc1Oc1coc2cc(OC(=O)N3CCOCC3)ccc2c1=O
    2.6	0.5	2	-8	-2	1	0.8	-4.1	-5
COc1cc2c(cc1NC(=O)COC(=O)CNC(=O)c1ccccc1)oc1ccccc12
    -0.3	nt	4	5	0	-7	0.2	-6.4	5
Cc1ccc2c(c1)-c1cc(C)nn1C(c1sccc1C)N2 (stereo not drawn)
    nt	2.1	nt	-8	2	8	0.3	-4.2	6
COC(=O)c1nc(NC(=O)c2ccccc2Br)n[nH]1
    0.4	nt	-2	13	4	-3	nt	0.5	1
CCOC(=O)C1CCN(c2nc(N)c3c(N)nc(SCC(=O)O)cc3c2C#N)CC1
    -0.3	1.1	-9	1	25	8	nt	5.4	-5
CC(=O)NCCC(=O)Nc1ccc(C)c(F)c1
    1.5	0.2	1	2	0	3	0.7	-0.5	-2
COc1ccccc1-n1c(-c2ccccc2F)nc2ccccc2c1=O
    -0.3	nt	-7	-3	2	5	0.4	-2.4	-8
Cc1cc(C(=O)O/N=C(\N)c2ccncc2)ccc1[N+](=O)[O-]
    0.3	nt	-8	3	1	-2	0.8	-2.3	1
CCOc1ccc(OCC)c(NC(=O)C2CCN(c3nn4c(=O)cc(C)nc4s3)CC2)c1
    0.1	-0.7	-4	nt	0	6	-1.4	-1.6	nt
CCN1CCN(c2ncnc3c2cnn3-c2ccccc2)CC1
    -1.0	3.9	-9	0	5	8	-1.2	-1.6	-9

Among those listed so far, these contain a furan ring, fused or not.
Order of values – BoNT A protease	Mtb BioA inh	BoNT F protease	CCHFV vOTU inh	Mtb FBA inh	GDH-TPI counter	Mtb UGM inh	FadD28 FP inh	PrPC TRFRET
Cc1ccc(-n2c(SCC(=O)NCc3ccco3)nc3nc4c(cc3c2=O)COC(C)(C)C4)cc1
    0.2	-1.5	3	11	2	18	nt	-0.2	3
Fc1cccc(NCc2ccoc2)c1
    -0.8	-0.3	-7	22	-2	-6	-0.9	-1.8	1
Cn1c(CCCNC(=O)c2ccco2)nc2ccccc21
    0.4	0.2	1	-2	3	15	nt	0.7	-3
CCOC(=O)c1cc(-c2ccco2)nc2c1c(C)nn2CCC#N
    2.6	0.1	-9	-45	18	12	-0.8	-0.8	-7
COc1cc2nc(SCC(=O)NCCc3ccccc3)n(Cc3ccco3)c(=O)c2cc1OC
    0.1	-0.7	-2	-4	0	2	3.5	-5.0	-6
COC(=O)C1=C(O)/C(=C\c2ccc(CNS(=O)(=O)c3ccc(Cl)cc3)o2)N=C1C
    4.1	nt	8	13	-3	16	1.1	0.8	-2
COc1cc2c(cc1NC(=O)COC(=O)CNC(=O)c1ccccc1)oc1ccccc12
    -0.3	nt	4	5	0	-7	0.2	-6.4	5

Assay outcomes (PubChem)

Not a hit list, and some 4.8% of all compounds hit somewhere here.
